Screens from PubChem BioAssay.
Autofluor 339 = intrinsic fluorescence of library compounds, ex339/em460 – biochemical, MLSMR library, data from DPM-DC assay, artefact control, profiling panel; AID 709; 65,000 compounds, 5.5% hits; compound autofluorescence, ex339/em460 nm, NADH buffer; active compounds read high; 1 = no-compound wells, NADH background; fluorescence fold increase at 10 µM;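 active means at 10 µM, mean starting fluorescence two-fold or more over control wells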;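 further: signal is the first read of a kinetic run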
Her2 expr inh = lowers expression of human Her2 kinase; P04626; SKBR-3 HER2 protein level, AlphaScreen, 18-24 h; active compounds read low; HER2 level % of control, % at 10 µM; 65,000 compounds, 0.69% hits; AID 645;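 active means HER2 level under 5% of the carrier-only control; inconclusive means no clear call, values can overlap the other calls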;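 further: 100% = DMSO carrier and 0% = 500 nM PU-H71 HSP90 inhibitor; lower value means stronger loss of Her2 protein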
Target sequence (P04626 whole entry, looked up): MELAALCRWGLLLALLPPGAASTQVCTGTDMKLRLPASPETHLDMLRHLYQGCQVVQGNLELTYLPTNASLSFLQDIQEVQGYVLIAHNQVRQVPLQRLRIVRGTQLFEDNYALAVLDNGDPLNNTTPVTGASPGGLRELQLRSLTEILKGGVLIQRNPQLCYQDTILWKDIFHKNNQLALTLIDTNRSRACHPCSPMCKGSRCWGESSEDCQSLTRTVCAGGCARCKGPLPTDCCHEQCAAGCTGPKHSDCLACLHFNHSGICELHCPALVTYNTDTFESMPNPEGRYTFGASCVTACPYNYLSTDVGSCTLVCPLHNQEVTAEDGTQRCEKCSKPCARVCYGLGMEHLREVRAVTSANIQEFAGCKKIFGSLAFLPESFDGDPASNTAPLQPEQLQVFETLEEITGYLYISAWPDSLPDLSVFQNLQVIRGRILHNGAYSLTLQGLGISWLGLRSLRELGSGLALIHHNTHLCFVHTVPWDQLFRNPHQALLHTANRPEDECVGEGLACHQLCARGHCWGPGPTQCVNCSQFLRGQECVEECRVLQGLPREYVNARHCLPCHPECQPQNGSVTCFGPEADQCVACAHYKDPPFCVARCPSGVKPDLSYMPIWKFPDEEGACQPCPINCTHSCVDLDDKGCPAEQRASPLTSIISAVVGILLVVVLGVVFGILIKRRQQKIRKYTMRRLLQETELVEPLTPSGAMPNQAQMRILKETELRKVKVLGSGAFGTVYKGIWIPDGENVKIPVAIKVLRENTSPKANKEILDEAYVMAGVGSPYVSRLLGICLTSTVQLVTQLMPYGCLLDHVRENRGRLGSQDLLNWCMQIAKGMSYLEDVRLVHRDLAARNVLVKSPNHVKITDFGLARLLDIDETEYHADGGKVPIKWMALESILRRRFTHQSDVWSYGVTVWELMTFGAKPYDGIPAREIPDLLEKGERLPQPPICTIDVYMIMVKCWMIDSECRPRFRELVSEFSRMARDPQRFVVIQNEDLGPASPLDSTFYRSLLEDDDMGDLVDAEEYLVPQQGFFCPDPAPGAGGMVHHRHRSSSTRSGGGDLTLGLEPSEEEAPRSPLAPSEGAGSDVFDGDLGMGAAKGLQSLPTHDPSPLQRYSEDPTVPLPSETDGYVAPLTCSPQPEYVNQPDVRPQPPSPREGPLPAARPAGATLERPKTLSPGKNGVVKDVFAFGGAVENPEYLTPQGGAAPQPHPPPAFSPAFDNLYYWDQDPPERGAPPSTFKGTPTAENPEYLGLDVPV
MMP13 inh = inhibitors of human MMP13; P45452; MMP-13 fTHP FRET cleavage, Mca fluorescence; inhibition, % at 4 µM; 65,000 compounds, 0.07% hits;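 active means inhibition above the mean of compound-free control plate wells plus 3 SD, cut at about 14% in these data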;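 further: 0% = DMSO wells and 100% = wells with reference MMP-13 inhibitor after basal subtraction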
S1P3 agonist = agonists of human S1P3 receptor; 60,000 compounds, 0.1% hits; activation, % at 4.5 µM; Q99500; S1P3 NFAT-BLA reporter cells, agonism, FRET ratio; relative to 1 µM S1P, basal subtracted;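 active means activation above the screen-wide mean plus 3 SD, cut at about 4.5% in these data, passing the limit was not always enough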; further: some compounds called inactive have numbers as strong as hits
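Assay system: CHO cells stably expressing human S1P3, Gα16 and NFAT-β-lactamase reporter. Timing: overnight plating, 4 h compound 37 °C, 2 h substrate RT. Signal: β-lactamase FRET emission ratio 460/535 nm. Measure: percent activation versus median 1 µM S1P response, basal-subtracted, per plate. Repeats: primary screen single test, confirmation screen in triplicate.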
S1P1 ag pot = activates or potentiates agonism at human S1P1 receptor. S1P1 CRE-bla cells, forskolin, beta-lactamase FRET, potentiator mode; S1P1 agonist co-added at EC20, 2 nM; 100% = saturating reference agonist, 0% = basal. P21453. 56,000 compounds, 0.57% hits. activation, % at 9.5 µM;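 active means activation above a cutoff set at the mean activation of all tested compounds plus 3 SD, cut at about 54% in these data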;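 further: forskolin at 4 µM as EC80 and the EC20 agonist is SEW2871; 100% = SEW2871 at its EC100 plus forskolin at EC80; some compounds past the cut are filed as inactive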
Abs 340nm = compound absorbs light at 340 nm. 65,000 tested, under 10 active. AID 708. fold change at 10 µM. compound absorbance at 340 nm, fold over control;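 active means at 10 µM dose, initial 340 nm absorbance at least 2 fold that of control wells; inactive means change under 2 fold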;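 further: initial absorbance extrapolated from kinetic A340 decline of NADH oxidation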
HTR1E agonist = 5-HT1E (human) receptor agonism; P28566; CHO 5-HT1E Ga15 NFAT-bla reporter, FRET; 0% DMSO wells, 100% control agonist wells; activation, % at 6 µM; 65,000 compounds, 0.69% hits; AID 574;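 active means activation above a set limit, the screen-wide mean activation plus 3 SD, cut at about 8.5% in these data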;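 further: 100% = positive control agonist at 1 µM giving full maximal response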
HTR1E antagonist = 5-HT1E (human) receptor antagonism. P28566. CHO 5-HT1E Ga15 NFAT-bla reporter, FRET, antagonist. inhibition, % at 6 µM. 65,000 compounds, 0.99% hits;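 active means inhibition above a set limit, the mean inhibition across every tested compound plus 3 SD, cut at about 29% in these data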;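 further: signal is the 460 over 535 nm emission ratio of beta-lactamase substrate; 0% = agonist plus DMSO wells and 100% = wells without agonist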
5HT1a antag = antagonists of human 5-HT1a serotonin receptor | P08908 | CHO 5-HT1a Ga15 NFAT-bla reporter, antagonist mode | inhibition, % at 10 µM | 62,000 compounds, 0.68% hits;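 active means inhibition above the mean of all tested compounds plus 3 SD, cut at about 43% in these data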;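 further: receptor stimulated by 5-CT agonist at 100 nM near EC80; beta-lactamase reporter measured by ratiometric fluorescence of a cleavable substrate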
* hit, by the source's call; ? = inconclusive; · = no result given.

SMILES	Autofluor 339	Her2 expr inh	MMP13 inh	S1P3 agonist	S1P1 ag pot	Abs 340nm	HTR1E agonist	HTR1E antagonist	5HT1a antag
O=C(NCCCNC(=O)c1cccs1)c1cccs1	1	92	2	-0.7	-30	1	1.4	-7	-16
CC(=O)Nc1ccc(S(=O)(=O)N2CCN(S(=O)(=O)N3CCCCCC3)CC2)cc1	1.1	81	3	0.3	·	1	-0.8	-2	-1
CCn1c(SCC(=O)NCCc2ccc(OC)c(OC)c2)nc2c1c(=O)n(C)c(=O)n2C	1.1	181	-1	-0.2	-6	1	-0.5	7	-2
CCOC(=O)N1CCN(Cc2nc3c(c(=O)n(C)c(=O)n3C)n2Cc2cccc3ccccc23)CC1	1.1	220	-1	-1.0	-1	1	0.6	-7	2
COc1cc(C)c(S(=O)(=O)N2CCCC2)cc1C	1.1	102	4	0.0	-14	1	0.5	1	5
CCC(=O)Nc1cccc(NC(=O)CSc2nnnn2C)c1	1.1	103	3	-1.5	-26	1	0.1	0	-2
CCc1ccc(N2CC(C)Cn3c2nc2c3c(=O)n(CCN3CCOCC3)c(=O)n2C)cc1 (configuration not stated)	1.1	?	-1	-1.7	-18	1.1	0.0	5	10
CCCCCCN1Cc2ccccc2C1	1.1	90	2	-0.8	-9	1	1.6	-10	5
O=C(CCN1CCN(c2ccc(F)cc2)CC1)Nc1ccccc1F	1.1	111	1	-1.7	-24	0.99	-0.8	6	22
Cc1cc2cc(C(c3nnnn3Cc3ccco3)N3CCc4ccccc4C3)c(=O)[nH]c2cc1C (configuration not stated)	1.4	44	-2	-0.8	10	1	-0.1	5	3
COc1ccc(C2C3=C(CCCC3=O)Nc3nc(C(F)(F)F)nn32)cc1OC (configuration not stated)	1.6	41	0	-0.3	-43	1	0.1	-3	5
Cc1ccc(N(C=NC#N)CC(=O)N2CCN(c3ccccc3)CC2)cc1	1	115	0	0.1	4	1	0.2	2	-4
O=S(=O)(c1ccc2oc(-c3ccncc3)nc2c1)c1ccc2oc(-c3ccncc3)nc2c1	1.2	89	0	-0.2	-16	1	1.0	-14	-16
O=C(Nc1c(C(=O)N2CCCCC2)cnn1-c1ccccc1)c1ccco1	1.1	86	4	-0.6	-14	1	-0.1	-9	4
O=C(c1cccn2c(=O)c3cc(Br)ccc3nc12)N1CCN(c2ccccn2)CC1	1.9	42	-4	·	·	1.1	-0.6	1	19
Cc1ccc(N(C)C(=O)N2CCN(S(=O)(=O)c3ccc(C)cc3)CC2)cc1	1.1	90	-3	-1.4	6	1	-0.1	6	-2
CCOc1ccc(-n2ccnc2SCC(=O)Nc2nnc(C)s2)cc1	1.1	81	-3	0.3	0	1.1	0.0	-8	-15
CCOC(=O)CN1CC23C=CC(O2)C(C(=O)Nc2cc(OC)ccc2OC)C3C1=O (configuration not stated)	1.1	109	14*	-0.9	-20	1	-0.3	13	6
CCOC(=O)c1cccc(NC(=O)CN2CCN(c3ccc(OC)cc3)CC2)c1	1.1	81	3	-0.8	-13	0.97	1.4	-9	-4
CCOC(=O)CCn1cc(F)c(=O)n(Cc2ccccc2)c1=O	1.1	127	6	-1.0	0	1	-0.5	-4	7
CC(=O)Nc1ccc(OCC(O)CN2CCN(c3ccc(C)c(Cl)c3)CC2)cc1 (configuration not stated)	1	105	5	-0.8	·	1.1	0.4	7	20
COc1ccc(OC)c(NC(=O)CSC2=NCCS2)c1	1.1	95	1	-0.8	4	1	-0.5	5	3
COc1ccc(C/C(N)=N/n2cnnc2)cc1	1.1	83	2	-0.8	-20	1	0.1	6	4
O=C1CNCc2[nH]c3ccccc3c2N1c1ccccc1	1.1	74	6	-0.6	-3	1	0.4	0	3
O=C(c1ccccc1)N1CCCC(C(=O)N2CCCCCC2)C1 (configuration not stated)	1.2	121	5	-0.9	6	1	-0.3	-9	-3

4 compounds drawn at random from those above:
SMILES	Autofluor 339	Her2 expr inh	MMP13 inh	S1P3 agonist	S1P1 ag pot	Abs 340nm	HTR1E agonist	HTR1E antagonist	5HT1a antag
CC(=O)Nc1ccc(S(=O)(=O)N2CCN(S(=O)(=O)N3CCCCCC3)CC2)cc1	1.1	81	3	0.3	·	1	-0.8	-2	-1
CCOC(=O)N1CCN(Cc2nc3c(c(=O)n(C)c(=O)n3C)n2Cc2cccc3ccccc23)CC1	1.1	220	-1	-1.0	-1	1	0.6	-7	2
O=C(CCN1CCN(c2ccc(F)cc2)CC1)Nc1ccccc1F	1.1	111	1	-1.7	-24	0.99	-0.8	6	22
CCOC(=O)CN1CC23C=CC(O2)C(C(=O)Nc2cc(OC)ccc2OC)C3C1=O (configuration not stated)	1.1	109	14*	-0.9	-20	1	-0.3	13	6

Next section:
SMILES	Autofluor 339	Her2 expr inh	MMP13 inh	S1P3 agonist	S1P1 ag pot	Abs 340nm	HTR1E agonist	HTR1E antagonist	5HT1a antag
COc1cccc(NC(=O)CCS(=O)(=O)c2cccs2)c1	1.2	81	-2	-0.4	6	1	-0.7	-5	-1
O=C(CN(CCc1ccccc1)C(=O)Cn1nnc(-c2cccs2)n1)NCc1ccco1	1.1	89	5	-0.8	6	0.97	0.3	-4	14
COc1ccccc1-n1cnnc1SCC(=O)N1CCN(S(=O)(=O)c2ccccc2)CC1	1.1	81	-2	0.3	-4	1	-0.5	-4	2
COc1ccccc1N1CCN(Cc2nc(N)nc(Nc3ccc(C)cc3)n2)CC1	1.1	87	-4	-1.0	-3	1	0.1	-8	-5
COc1ccc(OC)c(S(=O)(=O)N2CCCCC2C(=O)N2CCN(c3ccccn3)CC2)c1 (configuration not stated)	1.1	64	0	·	·	1.1	-0.2	1	-1
COc1ccc(C2C(=O)c3ccccc3C2=O)c(OC)c1	1.1	82	-4	-0.9	0	1.1	-0.6	1	5
CC(=O)c1cccc(S(=O)(=O)N(CCCO)Cc2cc3ccc(C)cc3[nH]c2=O)c1	1.1	104	-3	-0.2	4	1.1	0.1	-5	-4
CCNc1nc(NCC)nc(N(C)n2cnnc2)n1	1.1	124	2	0.2	-6	1	1.1	-5	7
CCOc1cc(C(=O)NCc2nnc(SCC(=O)OC)n2C)cc(OCC)c1OCC	1	85	1	-1.1	-17	1	-2.8	9	2
CC(C)CNC(=O)C1C2C=CC(C2)C1C(=O)O (configuration not stated)	1.1	89	-2	-1.2	-15	1	-0.5	-10	-29
O=[n+]1c2c(n([O-])c3cc(F)c(N4CCCC4)cc31)CCCC2	1.1	82	6	-0.4	6	1.1	4.3	-4	-1
O=C(Nc1cccnc1)c1cc2c(ccc3ccccc32)o1	1.1	85	3	-0.8	0	1	0.3	-11	-13
COc1ccc(-c2nnc3n2-c2ccccc2SC3)cc1OC	1.1	91	1	0.3	-2	1	-0.3	7	0
O=c1/c(=C/c2ccc(CNS(=O)(=O)c3ccccc3)o2)sc2n1CCN=2	1.1	83	7	-1.5	-4	1.1	-0.6	-13	-23
C=CCSc1nc2ccccc2n1Cc1nnc(-c2cccs2)o1	1.5	82	-7	0.5	12	1	18*	5	9
CCOC(=O)N1CCN(C(=O)Cc2ccc(Cl)cc2)CC1	1.1	93	0	-1.0	-13	1	-0.7	7	1
CC(C[N+](C)(C)C)OC(N)=O (configuration not stated)	1	100	-3	-3.9	8	0.97	-0.8	-4	·
O=C(c1cc(-c2ccccc2)on1)N1CCN(C(=O)c2ccco2)CC1	1.1	88	-10	-0.2	-26	1	-0.1	-3	7
COc1cccc(N(C(=O)c2ccco2)C(C(=O)NC2CCCC2)c2ccc(N(C)C)cc2)c1 (configuration not stated)	0.99	96	3	-0.5	-14	0.98	0.4	3	21
O=c1[nH]c2c(n(C3CCCCC3)c1=O)CCC2	1	101	1	0.2	-8	0.99	0.6	14	-8
CCCC(=O)Nc1cccc(-c2nc3ccccc3o2)c1	1.1	116	-9	-0.8	-17	1.1	-1.4	4	23
CC1(C)CC(=O)c2c(-c3cccnc3)n[nH]c2C1	1.1	114	-1	·	·	1	0.2	6	-9
Cc1ccc(S(=O)(=O)N2CCN(C(=O)CSc3nnc(C)s3)C2)cc1	1.1	72	1	-0.5	-8	1	-0.1	2	1
O=C(O)CSCc1c(F)cccc1Cl	1	83	4	0.1	-1	0.99	-0.1	1	-5
Cc1cccc(NC(=O)c2cc(NC(=O)C3CCCCC3C(=O)O)ccc2Cl)n1 (configuration not stated)	1.2	102	-5	0.3	·	1	-0.5	-7	-7
Remaining list, next part.
SMILES	Autofluor 339	Her2 expr inh	MMP13 inh	S1P3 agonist	S1P1 ag pot	Abs 340nm	HTR1E agonist	HTR1E antagonist	5HT1a antag
CCOC(=O)CN1CC23C=CC(O2)C(C(=O)NCc2cccs2)C3C1=O (configuration not stated)	1.1	74	7	0.2	7	1	1.0	1	11
CCN(CC)CCN(CC)Cc1ccccc1Br	1.1	92	3	-1.1	9	1	4.8	14	18
CCc1c(C)c2c(C)nn(-c3ccccc3)c2[nH]c1=O	1.1	95	-8	-0.6	·	0.98	0.4	13	8
Cc1sc(NC(=O)c2oc3ccccc3c2C)c(C#N)c1C	3.8*	84	-4	-0.6	-22	1.2	-0.4	0	8
Cc1cccc2nc(=S)n(C(=O)c3ccco3)n12	1.3	46	-6	0.3	2	1.1	-0.2	-2	10
CCC(C)C(NCc1cccc(C)c1)C(=O)O (configuration not stated)	1.1	96	-5	·	·	1	-1.5	12	-2
CC(C)COc1ccc(C(=O)OC2CC(C)(C)OCC2CN(C)C)cc1 (configuration not stated)	1.1	117	-4	-0.9	8	1	-1.8	13	0
COc1cc(-c2nnc3n2N=C(c2ccccc2)CS3)cc(OC)c1OC	1.6	109	7	-1.1	-18	1	0.1	51*	2
Cc1ccc(CNC(=O)CS(=O)Cc2nc(-c3cccs3)oc2C)cc1 (configuration not stated)	1.1	65	2	-1.5	9	1	-0.2	2	-1
CCCCn1c(SCC(=O)Nc2nnc(C)s2)nnc1-c1ccoc1C	1.1	89	2	-0.9	-13	1	0.5	2	-8
CCCCNC(=O)CCn1nc(-c2ccccc2)ccc1=O	1.1	85	-9	1.0	-5	1	0.2	-12	-6
O=C(Cn1cc2c(n1)CCCCC2)NCCN1CCOCC1	1.1	100	3	-0.4	-17	1.1	9.7*	8	3
CCCCCCn1c(SCC(=O)Nc2cc(C)on2)nc2ccccc2c1=O	1	71	2	-1.3	-24	1	-1.2	0	-132
Clc1ccc(C2Nc3ccccc3-n3cccc32)cc1 (configuration not stated)	2.4*	67	-30	-0.7	-28	1	0.4	10	17
CCOC(=O)N1CCC(NC(=O)Cn2cc3c(n2)CCCCC3)CC1	1.1	97	3	0.5	-24	1.1	1.7	-8	-12
CC(=O)N1CCc2cc(Br)cc(S(=O)(=O)NCCN3CCCCC3C)c21 (configuration not stated)	1.1	113	-4	-0.1	3	0.97	-0.6	1	-4
CC1CN(S(=O)(=O)c2cccc(C(=O)OCC(=O)Nc3ccc4c(c3)OCO4)c2)CC(C)O1 (configuration not stated)	1	73	-4	0.8	-4	1	0.0	3	6
COc1ccc(CCNC(=O)CC2Nc3cc(C)c(C)cc3NC2=O)cc1OC (configuration not stated)	2.1*	166	-10	0.0	0	1.1	0.7	5	-6
CC(=O)c1ccc(C(C)(C)c2ccc(C(C)=O)s2)s1	1.1	99	0	-0.8	6	1	-0.7	11	2
CC(C)Cc1nnc(NC(=O)CCC(=O)N2CCOCC2)s1	1	76	-5	-1.5	-13	0.98	0.7	-4	2
O=C(/C=N/O)Nc1ccc(F)cc1	1.1	82	4	-1.8	20	1	0.6	-4	4
